TDP2 inh = blocks human TDP2 phosphodiesterase activity | O95551 | recombinant TDP2, T5PNP hydrolysis, p-nitrophenol absorbance 415 nm | inhibition, % at 12.8 µM | actives 0.34% (n = 370,000);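 active means inhibition above the mean of all tested compounds plus 3 SD, set per campaign, cut at about 25% in these data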;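 further: 0% = DMSO with enzyme and 100% = buffer with substrate but no TDP2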
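Assay system: Recombinant human TDP2 | Quantity: 120 nM TDP2 per well | Incubation: 2 h at 37 °C | Signal: Epi absorbance | Evaluation: Percent inhibition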
LEDGF integ inh = blocks HIV-1 LEDGF/p75-dependent DNA integration. TR-FRET IN-LEDGF/p75 DNA integration, Eu/Cy5. inhibition, % at 3.7 µM. actives 0.64% (n = 370,000). AID 743269;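 active means inhibition above the screen-wide mean plus 3 SD, cut at about 13% in these data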;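 further: signal is the Cy5 over europium emission ratio at 671 and 618 nm; 0% = plate median of compound wells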
rCAG binder = r(CAG) repeat RNA binding; TO-PRO-1 dye displacement fluorescence; actives 1.3% (n = 370,000); AID 651821; inhibition, % at 3 µM;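 active means inhibition above the plate cutoff, the mean of all test compounds on that plate plus 3 SD, cut at about 35% in these data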;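 further: 0% = DMSO alone and 100% = 100 µM mitoxantrone as full dye displacement; higher means more dye released from RNA so lower well fluorescence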
HTRA1 inh = HTRA1 (human) protease inhibition; actives 0.5% (n = 340,000); inhibition, % at 5.96 µM; recombinant HTRA1, FP-rhodamine activity-based probe, fluorescence polarization; in the data active means inhibition above about 36%;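 further: 0% = enzyme with DMSO and 100% = wells lacking enzyme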
SIAE primary = human SIAE inhibition, primary screen; Q9HAT2; SIAE FP-Rh probe binding, fluorescence polarization; inhibition, % at 9.66 µM; actives 0.69% (n = 370,000);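 active means inhibition above a cutoff: mean of compounds within the control limits plus 3 SD of those, cut at about 17% in these data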;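 further: 0% = plate median of compound wells and 100% = probe without SIAE protein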
Target sequence (Q9HAT2 whole entry, looked up): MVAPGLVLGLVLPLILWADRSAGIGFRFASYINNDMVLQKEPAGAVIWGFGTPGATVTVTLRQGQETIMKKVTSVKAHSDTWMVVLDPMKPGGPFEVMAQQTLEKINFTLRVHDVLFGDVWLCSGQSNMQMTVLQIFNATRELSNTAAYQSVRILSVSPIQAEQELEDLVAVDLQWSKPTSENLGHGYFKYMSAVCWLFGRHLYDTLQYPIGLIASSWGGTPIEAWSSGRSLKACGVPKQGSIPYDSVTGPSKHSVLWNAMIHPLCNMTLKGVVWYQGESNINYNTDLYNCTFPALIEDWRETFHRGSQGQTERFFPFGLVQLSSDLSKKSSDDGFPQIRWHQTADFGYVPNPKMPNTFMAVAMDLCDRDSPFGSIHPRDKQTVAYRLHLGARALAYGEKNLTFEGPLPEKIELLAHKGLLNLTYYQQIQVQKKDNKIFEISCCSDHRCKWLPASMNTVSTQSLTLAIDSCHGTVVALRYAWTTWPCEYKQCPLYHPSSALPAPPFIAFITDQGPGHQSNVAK
PRMT1 inh = blocks human protein arginine methyltransferase 1; Q99873; recombinant PRMT1, activity-based probe fluorescence polarization; inhibition, % at 2.79 µM; actives 1.3% (n = 370,000); AID 652257;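 active means inhibition above about 21% made by adding two undisclosed values, limit read from the data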
PG9 binder = small molecules binding HIV-1 gp120 antibody PG9 | AID 624416 | TR-FRET gp120-PG9 antibody binding | inhibition, % at 6.7 µM | actives 0.43% (n = 360,000); in the data active means inhibition above about 8.5%
TCR-CD3 inh = blocks the human TCR-CD3 interaction | TAMRA-labeled TCR probe fluorescence, biochemical | inhibition, % at 9.4 µM | actives 0.37% (n = 360,000); in the data active means inhibition above about 19%;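 further: recombinant mutant TCR 2C K166C tagged with TAMRA read by polarization; 0% = receptor in buffer alone and 100% = receptor with positive control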
mABHD4 FP = ABHD4 (mouse) inhibition, primary FP screen | Q8VD66 | purified mABHD4, FP-Rh probe fluorescence polarization | inhibition, % at 8.92 µM | actives 0.54% (n = 370,000) | AID 720543;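 active means inhibition exceeding the mean over every tested compound plus 3 SD, cut at about 30% in these data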;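 further: 0% = plate median of compound wells and 100% = S159A mutant with DMSO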
Target sequence (Q8VD66 whole entry, looked up): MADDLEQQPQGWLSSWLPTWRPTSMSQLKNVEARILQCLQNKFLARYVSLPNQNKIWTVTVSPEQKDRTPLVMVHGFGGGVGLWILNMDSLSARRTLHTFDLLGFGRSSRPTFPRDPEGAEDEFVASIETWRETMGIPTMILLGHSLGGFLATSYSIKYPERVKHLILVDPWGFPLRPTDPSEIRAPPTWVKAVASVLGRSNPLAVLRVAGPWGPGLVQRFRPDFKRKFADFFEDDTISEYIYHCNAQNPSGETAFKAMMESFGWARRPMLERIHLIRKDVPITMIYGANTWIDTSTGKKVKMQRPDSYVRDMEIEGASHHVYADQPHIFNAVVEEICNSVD
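Assay system: Wild-type mouse ABHD4 protein | Medium: HEPES pH 7.0 buffer, 150 mM NaCl, 0.01% Pluronic F-127 | Incubation: Enzyme–compound pre-incubation 45 min, then probe 60 min, both 25 °C | Technique: Fluorescence polarization with parallel and perpendicular emission, 525/598 nm | Evaluation: % inhibition of FP-Rh probe binding versus controls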
Rev-erbA mod = modulates human Rev-erb alpha binding to DNA. Rev-erbα–FITC-DNA binding, fluorescence polarization, 90 min. activity, % at 10 µM. AID 1259318. actives 0.79% (n = 370,000). P20393;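 active means activity above about 14%, limit read from the data; passing the limit was not always enough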;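 further: 0% = DMSO wells with 35 nM protein and 100% = DMSO wells with 750 nM protein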
* marks the source's active call; other numbers are inactive results; . = no result given. Not all compounds are listed, so the mix of outcomes need not match the whole.

compound	TDP2 inh	LEDGF integ inh	rCAG binder	HTRA1 inh	SIAE primary	PRMT1 inh	PG9 binder	TCR-CD3 inh	mABHD4 FP	Rev-erbA mod
COc1ccccc1NC(=O)/C=C1\SCC(=O)N1C	1	1	-1	5	2	0	-0.4	0	0	0
O=c1[nH]c2ccccc2nc1C(F)(F)C(F)F	4	-1	-4	0	4	0	-0.2	-4	0	2
CCCN1CCN(CCCNC(=O)c2ccc(NC(=O)C3=C(C)OCCS3)cc2)CC1	13	3	-6	-7	3	-6	-0.8	2	-3	1
CN(C)C(=S)N=c1ssc(=S)n1Cc1ccco1	0	3	14	5	-2	27*	-0.9	7	16	5
CCOc1ccc(NC(=O)CSc2ccc(-c3ccccn3)nn2)cc1	-14	-4	0	6	-2	2	-0.4	-2	4	-4
CN(C)C(=S)c1ccc(N(C)C)cc1	-9	-3	-3	4	6	-1	-0.4	6	-8	-4
Cc1cc(C)c2cccc(N)c2n1	0	0	1	5	0	2	-1.7	-3	9	-2
CCCN(C(=O)CSc1nc2c(cnn2-c2ccccc2)c(=O)[nH]1)C1CCS(=O)(=O)C1 (configuration not stated)	-2	1	3	-5	-6	-1	2.4	-6	-10	6
O=C(CCCn1c(=O)c2cccn2c2cccnc21)NCc1cccc(Br)c1	-13	-1	-1	6	-2	-1	23*	1	4	45*
CCOC(=O)c1c(C)[nH]c(C)c1C(=O)COC(=O)c1ccc(Cl)c(S(N)(=O)=O)c1	-1	8	11	1	3	1	0.4	-6	-29	1
CC(/C=C\c1ccccc1)=C/C(=O)O	-10	-5	-1	2	-8	1	0.5	-8	0	-1
Cc1ccccc1Nc1ncnc2[nH]ncc12	7	4	-1	4	-1	-7	-0.9	3	-2	2
CCCCn1c(/C=C/c2ccco2)nc2ccccc21	5	1	2	5	-2	1	1.1	0	2	1
O=C(COC(=O)C1CCN(S(=O)(=O)c2ccc(Cl)c(C(F)(F)F)c2)CC1)NCC1CCCO1 (configuration not stated)	0	-1	-1	4	-2	-3	-0.9	8	-5	-6
CCN(CC)CCNC(=O)c1cn(-c2ccccc2)nc1-c1cccs1	-4	-2	3	1	4	5	-0.9	-2	-5	1
CCOc1ccccc1C(=O)NC(C)c1ccc2c(c1)OCO2 (configuration not stated)	-18	3	-3	-3	0	0	-2.2	-2	-5	0
CC1=NN(C(=O)Cc2ccc([N+](=O)[O-])cc2)C(O)(c2ccccc2)C1 (configuration not stated)	8	-6	-3	7	5	0	-0.3	2	1	-6
COc1ccccc1CNC(=O)C(C)c1ccc([N+](=O)[O-])cc1 (configuration not stated)	8	4	-1	-3	-4	1	-0.1	2	-1	3
CCc1nc(NCC2CCCO2)c(C#N)c2c1COC(C)(C)C2 (configuration not stated)	8	3	-10	3	3	-1	-2.1	-6	-2	-2
CC1=C(C(=O)OCC2CCCO2)C(c2coc3ccc(Cl)cc3c2=O)C2=C(CCCC2=O)N1 (configuration not stated)	-3	1	-3	-1	5	2	-1.0	-5	0	3
COc1cccc(N2CCN(c3nc(C)c(C)c(=O)[nH]3)CC2)c1	-11	2	4	6	-1	-2	0.3	-4	-6	-1
COc1cc(/C=C2\SC(=S)N(N(C)c3ccccc3)C2=O)ccc1O	10	0	4	-29	-35	-1	-3.7	-15	-35	9
CC(=O)Nc1ccc(N2C(=O)CSC2c2cccc(Br)c2)cc1 (configuration not stated)	11	2	-3	-9	2	-2	-2.6	2	6	2
Cc1ccc(NCc2ccccc2F)cc1	-1	0	3	0	-5	1	0.3	5	6	1
FC(F)(F)c1cccc(Cc2noc(CN3CCSCC3)n2)c1	-14	2	-5	-3	1	-4	1.3	-4	-1	-6
Cc1ccc(C)c(N2CCN(C(=O)c3cn(C)c4ccc(S(=O)(=O)N(C)C)cc4c3=O)CC2)c1	-1	3	3	7	-2	-5	0.3	2	7	1
CC(=O)Nc1ccc(/C=C(\C#N)C(=O)NC2CCCCC2)cc1	-9	0	0	0	2	2	-1.4	-3	11	-4
CCOc1ccccc1NC(=O)N1CCC(NC(=O)c2ccccc2C)CC1	14	-2	-5	-2	-3	0	1.0	0	1	3
CN(C(=O)c1cc2n(n1)C(C(F)(F)F)CC(c1ccco1)N2)c1ccc(OC(F)(F)F)cc1 (configuration not stated)	-8	-1	-10	-5	3	2	0.1	3	-1	1
O=c1nccc(N/N=C/c2ccccc2O)[nH]1	-22	3	-1	-1	-5	-2	-5.5	-8	-4	-3

Single records (already shown). Order of values: TDP2 inh	LEDGF integ inh	rCAG binder	HTRA1 inh	SIAE primary	PRMT1 inh	PG9 binder	TCR-CD3 inh	mABHD4 FP	Rev-erbA mod
CCCCn1c(/C=C/c2ccco2)nc2ccccc21 is entered as 5	1	2	5	-2	1	1.1	0	2	1
CCCN1CCN(CCCNC(=O)c2ccc(NC(=O)C3=C(C)OCCS3)cc2)CC1 is entered as 13	3	-6	-7	3	-6	-0.8	2	-3	1

(listing goes on)
compound	TDP2 inh	LEDGF integ inh	rCAG binder	HTRA1 inh	SIAE primary	PRMT1 inh	PG9 binder	TCR-CD3 inh	mABHD4 FP	Rev-erbA mod
CCC(c1nnnn1CCOC)N(Cc1cc2c(C)cc(C)cc2[nH]c1=O)CC1CCCO1 (configuration not stated)	-18	4	3	-1	-2	6	2.9	-4	-1	0
O=C(NCCN1CCOCC1)c1ccc(N2CCCC2)c([N+](=O)[O-])c1	-5	0	3	0	2	-1	0.1	6	-2	-3
CON1C(=O)C(=O)N(OC)C(C)(C)C1C (configuration not stated)	-1	-6	-5	0	-1	4	-1.5	-7	-4	-5
C#CCNC(=O)C1=C[C@H](C(C)(C)C)C[C@H](OCc2ccc(CO)cc2)O1	7	4	-7	1	1	1	-0.1	-6	3	-2
O=C(O)CCCC(=O)Nc1ccc(Br)cc1C(=O)O	2	2	5	1	11	-3	1.1	-6	5	-2
Cc1cc(C)n2nc(SCC(=O)N3CCc4ccccc43)nc2n1	-2	-1	4	4	10	-1	-0.2	3	-1	0
O=S(=O)(Nc1ncccn1)c1ccc(Cl)cc1	-6	-3	4	4	2	-1	-1.4	4	3	-3
O=C(O)CCCNS(=O)(=O)c1ccccc1	-1	2	-2	3	3	-3	1.9	-10	-2	-3
CCOC(=O)Nc1ccc2c(c1)N(C(=O)CCCl)c1ccccc1[S@]2=O	-9	6	-3	9	-6	1	-2.9	7	2	7
O=C(CSc1ncccn1)NC(=O)NC1CCCC1	-4	-2	2	1	6	-2	-1.2	2	-3	-4
CNC(=O)c1[nH]cnc1C(=O)N[C@@H](CCCCNC(=O)OC(C)(C)C)C(=O)OC(C)(C)C	1	-1	-9	4	1	-1	0.2	-4	4	3
COCCCNC(=O)c1ccc(Cn2c(=O)c3ccccc3n(Cc3ccccc3C#N)c2=O)cc1	10	2	-4	-14	0	2	0.2	-1	0	5
CCOC(=O)c1sc(=S)n(CC)c1NC(=O)c1ccccc1C	-2	-2	3	.	-4	-1	0.3	11	1	-3
O=C1CC(c2ccc(S(=O)(=O)NCc3ccccc3)cc2)CN1 (configuration not stated)	4	-1	0	0	-4	2	1.6	3	5	0
COC1=CCC2([N+](=O)[O-])CN(CC(=O)O)CC1([N+](=O)[O-])C2 (configuration not stated)	-2	2	-1	2	11	-3	2.0	8	11	0
Nc1ccc(C(=O)n2c3ccccc3c3ccccc32)cc1	6	0	10	-20	-3	2	1.8	-3	-10	1
CN(/N=C/Cc1nnnn1-c1ccc(Cl)cc1)c1ccccc1	2	-1	4	-6	2	5	0.7	-2	-2	-1
CCCn1nc(NC(=O)C2CCCO2)c2cc3ccc(C)cc3nc21 (configuration not stated)	12	1	-2	-6	7	-2	-0.7	-1	-1	-1
CN1CCN(C2CCCCC2NS(=O)(=O)c2ccccc2)CC1 (configuration not stated)	-9	-2	3	1	0	-3	-1.8	-1	-7	7
CC(=O)Nc1ccc(S(=O)(=O)N2CCN(Cc3ccccn3)CC2)cc1	0	-1	1	-8	6	-1	-1.0	-1	9	0
Cn1cc2cc(NC(N)=S)ccc2n1	3	-1	1	1	0	-2	-2.2	7	3	-2
O=C(CCCCn1c(=O)c2ccccc2n(Cc2ccc(F)cc2Cl)c1=O)NCc1ccco1	-2	4	-2	-20	-4	1	0.8	-1	3	-2
C#CCNC(=O)C[C@H]1C[C@@]2(C(=O)OC)C(=C[C@H](C3CCCC3)O[C@@H]2C)N(CCC2=CCCCC2)C1=O	0	-4	6	.	6	2	.	.	3	1
CCC(=O)N1CCCC(C)(C(=O)Nc2nccc3ccccc23)C1 (configuration not stated)	-5	-3	1	.	0	1	-1.2	1	-2	0
CCOc1ccc(/C=N/NC(=O)c2ccccc2O)cc1CN1CC2CC(C1)c1cccc(=O)n1C2 (configuration not stated)	-1	-5	14	3	3	3	-1.9	15	5	-3
C=CCC(NC(=O)N(C)C)(C(=O)OC)C(C)O (configuration not stated)	-11	0	3	.	-6	-9	-1.1	8	4	-7
COC(=O)c1ccc(-n2nnnc2SCc2ccccc2OC)cc1	-1	2	-2	-15	-3	-1	-2.7	-2	-13	-1
COc1ccc(/C=N/NC(=O)C(C)n2cnc3ccccc3c2=O)cc1 (configuration not stated)	-10	-3	0	-7	-11	1	-0.6	2	-6	4
